Source: PubChem BioAssay (several laboratories)
Runt-CBFb FRET – blocks binding of human RUNX1 Runt domain to CBFb; Cerulean-Runt/Venus-CBFb FRET ratio 530/480, 1 h; inhibition, % at 20 µM; actives 0.46% (n = 220,000);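 active means inhibition over about 50% at 20 µM in the single-dose screen, limit read from the data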;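 further: 0% = DMSO wells and 100% = excess unlabeled CBFb competitor control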
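Measured by: fluorescence energy transfer, 422 nm excitation, 530/480 nm emission; Assay system: Cerulean-Runt domain; Medium: Tris pH 7.5 buffer with BSA; Measure: loss of energy transfer signal; Controls: 5 µM unlabeled CBFb as full-inhibition high control; Incubation: protein complex preformed 1 h, compound exposure 1 h, room temperature, dark.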
Runt-SMMHC FRET – blocks binding of human RUNX1 Runt domain to CBFb-SMMHC | actives 0.74% (n = 220,000) | Cerulean-Runt/Venus-CBFb-SMMHC FRET ratio 530/480, 1 h | inhibition, % at 20 µM | Q01196+Q13951;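 active means mean inhibition across duplicate retests at 20 µM reaching about 50%, limit read from the data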;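 further: 0% = DMSO wells and 100% = wells with excess untagged CBFb-SMMHC; inhibitors lower the FRET ratio by blocking Runt binding to CBFb-SMMHC; some results filed as inactive read as strong as hits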
p97 ATPase inh – inhibitors of human p97 ATPase; recombinant p97 ATPase, Kinase-Glo ATP luminescence, 3 h; inhibition, % at 8 µM; actives 0.42% (n = 220,000); in the data active means inhibition above about 15%;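 further: 0% = DMSO vehicle and 100% = wells lacking enzyme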
NPY-Y1 antag – blocks the human neuropeptide Y Y1 receptor. P25929. AID 1040. HEK293-CNG Y1 cells, membrane potential fluorescence; NPY at EC95, then isoproterenol. actives 1% (n = 200,000). inhibition, % at 3.6 µM;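 active means inhibition above the campaign mean inhibition of all tested compounds plus 3 SD, cut at about 20% in these data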;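 further: 0% = DMSO wells given NPY plus isoproterenol and 100% = isoproterenol alone without NPY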
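Material: HEK293 cells with Y1 receptor plus CNG channel; times: compound incubation 1 h at room temperature, readout 45 min post-stimulation; signal: fluorescence, membrane potential probe; read-out basis: fluorescence ratio normalized to % inhibition between controls; benchmarks: full-block control isoproterenol-only wells, zero-block control NPY plus isoproterenol wells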
NPY2 pot ag – human NPY-Y2 potentiation or agonism, primary screen. actives 0.45% (n = 220,000). P49146. activation, % at 3.6 µM. cells expressing NPY-Y2, potentiator/agonist read-out; in the data active means activation above about 27%;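 further: cells stimulated with NPY near EC25 plus isoproterenol at EC100; 0% = vehicle plus submaximal agonist and 100% = vehicle plus saturating agonist; some results beyond the cut were filed as inactive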
Target sequence (P49146 whole entry, looked up): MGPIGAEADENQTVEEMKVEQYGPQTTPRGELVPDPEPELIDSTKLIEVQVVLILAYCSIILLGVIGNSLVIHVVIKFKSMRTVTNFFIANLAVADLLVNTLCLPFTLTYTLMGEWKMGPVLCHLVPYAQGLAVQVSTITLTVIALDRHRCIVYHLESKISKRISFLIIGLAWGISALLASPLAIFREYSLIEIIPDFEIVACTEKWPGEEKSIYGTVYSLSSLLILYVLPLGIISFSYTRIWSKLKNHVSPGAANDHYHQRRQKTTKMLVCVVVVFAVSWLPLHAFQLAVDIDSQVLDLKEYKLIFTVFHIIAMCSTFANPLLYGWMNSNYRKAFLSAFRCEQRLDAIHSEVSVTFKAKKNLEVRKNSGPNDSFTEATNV
Hck Nef HTS – human Hck-Nef kinase inhibition; AID 463187; Recombinant Hck-YEEI plus Nef, Z-Lyte FRET kinase assay; inhibition, % at 20 µM; actives 0.68% (n = 220,000);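 active means Hck-Nef kinase inhibition above about 50%, limit read from the data; inactive means inhibition below that limit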;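 further: 0% = DMSO with Hck plus Nef and 100% = Hck alone without Nef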
Mdm2 ligase inh – Mdm2 E3 ligase (human) inhibition; signal enhancement, % at 5 µM; Q00987; cell-based MDM2 ubiquitination luciferase reporter, 2 h; 0 = plate control, 100 = twice control, blank-subtracted; actives 0.11% (n = 210,000);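 active means signal enhancement of 30% or more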;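 further: luminescence tracks abundance of the self-degrading MDM2-luciferase fusion protein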
Target sequence (Q00987 whole entry, looked up, the tested form may be a part): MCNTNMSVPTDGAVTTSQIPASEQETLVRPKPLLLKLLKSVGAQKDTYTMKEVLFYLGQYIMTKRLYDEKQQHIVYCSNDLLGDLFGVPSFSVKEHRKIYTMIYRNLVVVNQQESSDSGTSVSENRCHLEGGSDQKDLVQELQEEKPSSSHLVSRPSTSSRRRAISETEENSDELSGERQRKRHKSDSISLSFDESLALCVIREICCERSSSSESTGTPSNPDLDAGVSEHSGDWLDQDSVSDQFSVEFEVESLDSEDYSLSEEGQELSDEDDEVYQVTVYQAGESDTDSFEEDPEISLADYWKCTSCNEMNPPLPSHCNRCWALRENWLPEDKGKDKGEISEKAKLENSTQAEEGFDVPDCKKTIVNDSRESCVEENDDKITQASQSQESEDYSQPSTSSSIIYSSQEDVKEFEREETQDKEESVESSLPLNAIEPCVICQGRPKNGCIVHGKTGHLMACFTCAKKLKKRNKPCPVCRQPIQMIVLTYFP
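Timing – 2 h compound exposure at 37 °C · Assay system – mammalian cells stably expressing self-ubiquitinating, self-degrading MDM2 E3–luciferase fusion · Amount – 2000 cells seeded into each well · Measure – % luminescence enhancement versus blank-corrected plate control mean · Measured by – SteadyLite luminescence, 15 min reagent step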
NPY1 pot ag – potentiators or agonists of human neuropeptide Y receptor Y1 | AID 1304 | actives 0.37% (n = 220,000) | NPY-Y1 expressing cells, potentiator/agonist activation | P25929 | activation, % at 3.6 µM; in the data active means activation above about 33%, passing the limit was not always enough;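 further: cells stimulated with NPY at EC10 then isoproterenol at EC100; 0% = low agonist plus stimulus and 100% = saturating agonist plus stimulus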
RBBP9 inhibitor – inhibitors of human serine hydrolase RBBP9. recombinant RBBP9, FP-Rh probe fluorescence polarization. inhibition, % at 7.94 µM. actives 0.2% (n = 220,000). AID 1515;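 active means inhibition above the campaign mean of all tested compounds plus 3 SD, cut at about 14% in these data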;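 further: plate controls were DMSO wells with RBBP9 for no effect and wells lacking RBBP9 protein for full effect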
Target sequence (O75884 whole entry, looked up): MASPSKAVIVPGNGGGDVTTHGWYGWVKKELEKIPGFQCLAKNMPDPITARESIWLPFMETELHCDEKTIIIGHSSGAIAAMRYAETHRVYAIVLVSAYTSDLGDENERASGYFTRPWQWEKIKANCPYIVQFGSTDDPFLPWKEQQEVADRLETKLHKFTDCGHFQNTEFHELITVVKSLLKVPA
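Measured by: FP readout at 525/598 nm; material: recombinant human RBBP9; also added: Serine-hydrolase probe FP-Rh, 375 nM pre-mixing; medium: Tris buffer pH 8.0, NaCl, Pluronic; replication: one well per compound; doses: one concentration, 7.94 µM nominal, 0.794% DMSO; timing: preincubation 30 min plus labeling 45 min at 25 °C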
The depositor's hits bear a star; x = not tested or not shown.

#	canonical_smiles	Runt-CBFb FRET	Runt-SMMHC FRET	p97 ATPase inh	NPY-Y1 antag	NPY2 pot ag	Hck Nef HTS	Mdm2 ligase inh	NPY1 pot ag	RBBP9 inhibitor
1	C=CCOc1ccc(CNc2nccs2)cc1OC	2	1	0	0	0	-8	7	1	0
2	COc1ccc(C(=O)NCCc2cc3ccc(C)c(C)c3[nH]c2=O)cc1OC	-1	0	3	5	1	15	-21	5	0
3	O=C(O)CCc1ccc(-c2cccs2)n1NC(=O)c1ccco1	22	53	-7	8	-12	0	-19	-36	-15
4	C/C(=C\C(=O)c1ccc(Cl)cc1Cl)N(C)C	3	0	4	5	-7	23	-17	2	-4
5	Cc1ccc(S(=O)(=O)NNC(=O)c2cccc(O)c2)cc1	-2	4	1	-1	3	21	14	16	-2
6	O=C(Nc1ccccc1)/C(=C/c1ccccc1)c1ccccc1	x	0	-1	6	-10	1	15	-3	-6
7	COc1ccccc1C(=O)C(O)c1ccccc1OC (configuration not stated)	-1	1	0	4	5	0	15	8	-14
8	O=C(Oc1ccc(/C=N/NC(=O)c2ccccc2O)cc1)c1ccccc1	2	-5	7	0	1	23	-19	21	-2
9	CC(C)(C)NC(=O)CSc1nc2ccc(Nc3nc(N4CCOCC4)nc(N4CCOCC4)n3)cc2s1	-2	-3	1	-3	21	9	-5	6	-1
10	O=S(=O)(NCCSc1ccccc1)c1ccc2c(c1)OCCO2	0	-5	1	10	-14	1	-15	-21	4
11	COc1ccc(-c2noc(CN3CCC(Cc4ccccc4)CC3)n2)cc1	-5	-4	1	5	3	14	-1	-16	3
12	O=C(C1CCCN1S(=O)(=O)c1cccc2cccnc12)N1CCc2ccccc21 (configuration not stated)	0	3	2	3	6	6	-34	7	-5
13	COc1ccc(C(=O)NC(=S)NNC(=O)COc2ccccc2)cc1	18	2	0	2	7	15	-19	17	1
14	NS(=O)(=O)c1ccc(-c2ccc(/C=N/NC(=O)c3ccccc3O)o2)cc1	19	2	9	x	-7	10	-4	14	-8
15	CC1CN=C(NC2CCCCC2C)S1 (configuration not stated)	-1	-2	4	-3	-10	1	-10	6	-3
16	C=C(C)CSc1nc2c(c(=O)[nH]c(=O)n2C)n1Cc1ccccc1	0	-1	x	x	x	27	-5	x	x
17	C/C(=N/NC(=O)CN1CCN(S(=O)(=O)c2ccc(Br)cc2)CC1)c1ccncc1	-2	3	3	x	1	17	-7	16	-9
18	O=C(CC1S/C(=N/N=C/C=C/c2ccccc2)NC1=O)Nc1ccc(C(=O)O)cc1 (configuration not stated)	-2	-2	5	-3	12	24	-3	14	-7
19	Cc1cc(C(=O)COC(=O)C2=NN(c3ccccc3)C(=O)CC2)c(C)n1CC(F)(F)F	-5	2	-3	2	-4	27	-18	-13	-4
20	O=C(O)CC1=C(O)C(=O)N(c2ccccc2)C1c1ccc(Cl)cc1 (configuration not stated)	1	1	3	7	5	-1	-7	-4	-4
21	CCCN1C(=O)/C(=C2\SC(N3CCCCC3)=NC2=O)c2ccccc21	-9	0	-4	-1	8	3	5	-1	-11
22	O=C(O)c1c(Cl)nc2ccccn12	-3	-1	-1	-1	12	2	-14	-13	-9
23	CCCCn1c(-c2nn(C)c(C)c2Cl)n[nH]c1=S	5	12	1	1	-18	0	-7	3	2
24	O=C(c1csc2c1CCCC2)N1CCN(c2ccc(F)cc2)CC1	0	-2	2	0	3	8	x	-15	-6
25	COC(=O)c1ccc2c(c1)NC1=C(C(=O)CC(C)(C)C1)C(c1ccncc1)N2 (configuration not stated)	2	0	2	-1	-5	-9	-8	-21	-1

Grouped by structure: the compounds so far containing a thiophene ring, fused or not.
#	canonical_smiles	Runt-CBFb FRET	Runt-SMMHC FRET	p97 ATPase inh	NPY-Y1 antag	NPY2 pot ag	Hck Nef HTS	Mdm2 ligase inh	NPY1 pot ag	RBBP9 inhibitor
3	O=C(O)CCc1ccc(-c2cccs2)n1NC(=O)c1ccco1	22	53	-7	8	-12	0	-19	-36	-15
24	O=C(c1csc2c1CCCC2)N1CCN(c2ccc(F)cc2)CC1	0	-2	2	0	3	8	x	-15	-6

Following part.
#	canonical_smiles	Runt-CBFb FRET	Runt-SMMHC FRET	p97 ATPase inh	NPY-Y1 antag	NPY2 pot ag	Hck Nef HTS	Mdm2 ligase inh	NPY1 pot ag	RBBP9 inhibitor
26	O=C1Nc2ccccc2C12OCCCCO2	-2	0	-2	2	3	3	-11	-12	-4
27	COc1cccc(C2CC(=O)N3CN(c4cccc(Cl)c4C)CSC3=C2C#N)c1OC (configuration not stated)	11	40	7	6	-2	1	-9	13	-10
28	Cc1ccc2nc3sc(C(=O)NCc4ccco4)c(N)c3cc2c1	5	4	-1	6	3	-9	-24	11	-4
29	O=C(O)/C=C/c1coc2ccc(F)cc2c1=O	0	-4	12	8	-5	3	-2	6	-7
30	Cc1ccccc1C(=O)NC(=S)Nc1ccc(S(=O)(=O)N2CCOCC2)cc1	1	5	2	2	3	2	-11	-3	-5
31	O=C(CSc1ccc(Cl)cc1)Nc1nnc(-c2cccc([N+](=O)[O-])c2)s1	1	1	1	5	-3	5	x	-22	-10
32	COc1cc(-c2ccc(NC(=O)NC3CC3)c(OC)c2)ccc1NC(=O)NC1CC1	0	0	5	x	-15	11	-105	17	-12
33	O=C(CCC1CCCCC1)NCCN1C2=NC[C@H](Cc3ccc(O)cc3)N2C[C@H]1Cc1ccc(O)cc1	0	-6	11	0	-1	0	x	4	-5
34	CC1=CN2C(=N)/C(=C/c3ccc(C)o3)C(=O)N=C2S1	0	-7	-1	0	8	0	-29	6	3
35	CN(C)c1ccc2c(c1)OC(N)=C(C#N)C2c1cccc(F)c1 (configuration not stated)	-51	-47	2	3	10	-19	-12	9	4
36	Cc1ccc(-c2ccc(C(=O)O)[nH]2)cc1	1	0	1	28*	-43	1	3	-39	12
37	COCCNC(=O)c1cc2cc(Cl)cc(Cl)c2oc1=O	-47	-104	4	-1	21	3	-2	9	4
38	Cc1cc(N)n2nc(-c3ccc(C(C)(C)C)cc3)cc2n1	1	1	-3	-5	17	1	-1	1	-2
39	COc1ccc(N2CCN(CCNS(=O)(=O)c3cccc4nsnc34)CC2)cc1	3	4	2	3	7	2	9	10	2
40	CNc1nc(C)c(C(C)=O)cc1C#N	2	1	5	3	11	-21	x	1	-12
41	CC(NC(=O)NNC(=O)c1ccncc1)(C(F)(F)F)C(F)(F)F	0	4	3	1	6	9	-10	8	4
42	c1ccc(-c2noc(C3CCC3)n2)nc1	0	0	5	x	-9	15	0	17	-4
43	O=C1N=C(N2CCOCC2)S/C1=C/c1ccc(-c2ccc(F)cc2)o1	-23	-78	-3	4	-5	18	-10	-6	-11
44	CCOc1ccc2nc(SCC(=O)Nc3ccc(S(=O)(=O)N4CCCC4)cc3)c(C)cc2c1	-1	3	-7	x	-14	10	x	-4	-6
45	CCCCCCC1(C)NC(=S)N(c2ccccc2)N1 (configuration not stated)	10	-1	-2	2	-1	6	9	4	-4
46	CCN(CC)c1ccc(/C=N/NC(=O)Cc2cccs2)cc1	5	3	0	0	-5	5	-1	-14	-4
47	O=C(NCCc1ccccc1)C1CCC(Cn2c(=O)c3ccccc3n(Cc3cccnc3)c2=O)CC1 (configuration not stated)	-5	-8	-2	-3	9	1	-9	-9	-6
48	Cc1ccc(-n2cc(C(=O)c3ccc(F)cc3)nn2)cc1Cl	3	3	1	0	5	3	-77	-6	-3
49	c1ccc(-c2nc(CSc3nnc(-c4cccs4)o3)cs2)cc1	x	x	3	-3	2	4	-8	0	-5
50	COc1ccc(C2/C(=C(/O)c3ccc(OC(C)C)cc3)C(=O)C(=O)N2CCCN2CCOCC2)cc1 (configuration not stated)	-3	-2	2	6	-11	-8	-7	-24	-7

Random excerpt: 2 records from the list.
#	canonical_smiles	Runt-CBFb FRET	Runt-SMMHC FRET	p97 ATPase inh	NPY-Y1 antag	NPY2 pot ag	Hck Nef HTS	Mdm2 ligase inh	NPY1 pot ag	RBBP9 inhibitor
33	O=C(CCC1CCCCC1)NCCN1C2=NC[C@H](Cc3ccc(O)cc3)N2C[C@H]1Cc1ccc(O)cc1	0	-6	11	0	-1	0	x	4	-5
41	CC(NC(=O)NNC(=O)c1ccncc1)(C(F)(F)F)C(F)(F)F	0	4	3	1	6	9	-10	8	4

The main list resumes; the 4 compounds before the break are reprinted first.
#	canonical_smiles	Runt-CBFb FRET	Runt-SMMHC FRET	p97 ATPase inh	NPY-Y1 antag	NPY2 pot ag	Hck Nef HTS	Mdm2 ligase inh	NPY1 pot ag	RBBP9 inhibitor
47	O=C(NCCc1ccccc1)C1CCC(Cn2c(=O)c3ccccc3n(Cc3cccnc3)c2=O)CC1 (configuration not stated)	-5	-8	-2	-3	9	1	-9	-9	-6
48	Cc1ccc(-n2cc(C(=O)c3ccc(F)cc3)nn2)cc1Cl	3	3	1	0	5	3	-77	-6	-3
49	c1ccc(-c2nc(CSc3nnc(-c4cccs4)o3)cs2)cc1	x	x	3	-3	2	4	-8	0	-5
50	COc1ccc(C2/C(=C(/O)c3ccc(OC(C)C)cc3)C(=O)C(=O)N2CCCN2CCOCC2)cc1 (configuration not stated)	-3	-2	2	6	-11	-8	-7	-24	-7
51	O=S(=O)(Nc1cccnc1)c1cccc(C(F)(F)F)c1	-1	0	4	7	8	2	-8	-1	-11
52	CCN1CCN(Cc2ccc(NC(=O)c3cc(NC(=O)c4nccnc4N)cc(OC)c3)cc2C(F)(F)F)CC1	0	1	x	x	x	30	6	x	x
53	CCCC(CCC)C(=O)NC1CCN(Cc2ccccc2)CC1	-3	0	7	1	-15	15	-22	-4	0
54	CCO[C@@H]1OC(C(=O)N2CCN(Cc3ccc4c(c3)OCO4)CC2)=C[C@H](C2CCCCC2)[C@H]1CCCO	-1	-8	-1	-6	-25	-4	x	8	1
55	Cc1cccc(-n2c(C)cc(/C=N\NC(=O)c3cccs3)c2C)c1	1	-2	3	2	-1	4	6	-6	-5
56	COCCNC(=O)c1cn(C)c2ccc(S(=O)(=O)N(C)C3CCCCC3)cc2c1=O	-7	-3	0	-1	-7	8	-17	6	1
57	NC(=O)c1ccc(NC(=O)COC(=O)C2CC(=O)N(Cc3ccccc3)C2)cc1 (configuration not stated)	1	1	3	-2	6	21	-13	0	-5

This is a random part of the collection (roughly 3.5% active in at least one column).
